# hERG rescue: hERG (human) protection from proarrhythmic block. CHO-hERG, FluxOR thallium flux, dofetilide IC70 present. activation (rescue from dofetilide block), less the hit threshold, % at 10 µM. actives 0.51% (n = 310,000);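 active = activation above the mean of controls blocked by dofetilide plus 5 SD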;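 also: thallium influx through hERG after potassium depolarization seen as dye fluorescence rise; in these data hits start at about 4.7%; inactives centre near -7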
# HDAC3 inh: human HDAC3 inhibition | actives 0.15% (n = 320,000) | inhibition, % at 8.3 µM | recombinant HDAC3, fluorogenic peptide/trypsin coupled, fluorescence; in the data active = inhibition above about 26%, passing the limit was not always enough
# Target sequence (O15379 whole entry, looked up): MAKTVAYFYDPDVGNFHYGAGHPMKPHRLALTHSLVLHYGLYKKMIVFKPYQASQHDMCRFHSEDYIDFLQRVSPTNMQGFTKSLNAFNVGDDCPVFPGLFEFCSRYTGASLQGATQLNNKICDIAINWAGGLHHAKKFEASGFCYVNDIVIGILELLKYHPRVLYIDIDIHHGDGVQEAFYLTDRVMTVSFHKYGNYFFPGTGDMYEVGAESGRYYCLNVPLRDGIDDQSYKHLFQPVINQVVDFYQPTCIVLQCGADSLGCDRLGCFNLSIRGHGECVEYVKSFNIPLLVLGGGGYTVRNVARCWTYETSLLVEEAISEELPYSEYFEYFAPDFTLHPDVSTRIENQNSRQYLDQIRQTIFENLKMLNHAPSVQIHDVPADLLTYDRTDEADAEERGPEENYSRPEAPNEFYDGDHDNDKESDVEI
# RGS4 inh: inhibitors of human RGS4; HEK293 M3R/RGS4 inducible, Fluo-4 calcium flux; hits give high values; triggered by carbachol at its EC20; P49798; B-score at 10 µM; AID 463165; actives 0.45% (n = 310,000);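 active = B-score, a plate-corrected calcium signal, over three deviations above library mean, with baseline fluorescence within five deviations of library mean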;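 also: RGS4 expression induced by doxycycline in cells with stable M3 receptor; B-score is computed from the integrated fluorescence ratio over baseline after carbachol; higher B-score means a larger calcium signal and so more RGS4 inhibition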
# Target sequence (P49798 whole entry, looked up): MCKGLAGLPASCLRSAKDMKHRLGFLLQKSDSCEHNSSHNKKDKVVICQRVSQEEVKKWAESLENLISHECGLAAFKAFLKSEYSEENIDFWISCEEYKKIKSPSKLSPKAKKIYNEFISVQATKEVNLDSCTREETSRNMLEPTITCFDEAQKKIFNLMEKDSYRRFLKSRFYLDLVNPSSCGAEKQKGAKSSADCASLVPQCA
# SKKanGAS inh: SKKanGAS growth inhibition; S. pyogenes SKKanGAS, kanamycin growth, BacTiter-Glo, 6 h; inhibition, % at 7.5 µM; actives 1.3% (n = 300,000); AID 1662;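 active = mean replicate score, as percent of positive control median, at least 50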;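 also: strain carries kanamycin resistance gene driven by streptokinase promoter and grows in 40 µg/ml kanamycin; loss of luminescence reflects streptokinase promoter inhibition or plain growth inhibition; 0% = median of DMSO wells and 100% = positive control at its reference dose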
# KCNQ1 act: potentiators or activators of human KCNQ1 potassium channel; B-score at 10 µM; actives 0.35% (n = 310,000); CHO-K1 KCNQ1, thallium flux FluxOR fluorescence; hits give high values; P51787; AID 2648;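 active = fluorescence ratio B-score, a plate-corrected score, at least three library SD, with initial intensity B-score within 5 SD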
#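 Assay system: CHO-K1 cells stably expressing KCNQ1. Medium: assay buffer for compound exposure, DMSO matched across wells. Timing: 37 °C overnight plating, 90-min dark dye load, 20-min compound pretreatment. Signal: kinetic FluxOR fluorescence, 10 s baseline plus 110 s post-stimulus.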
# TMEM16A act: mouse TMEM16A channel activation, primary screen. B-score at 10 µM. Q8BHY3. actives 0.3% (n = 340,000). HEK293 TMEM16A/YFP-H148Q/I152L, iodide quench fluorescence; hits give low values;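 active = fluorescence-ratio B-score plate-corrected deviation score at least 3 library SD below zero, with starting fluorescence score within 5 deviations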;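 also: channel opened by trigger with iodide after compound preincubation; score built on the fluorescence ratio of max minus min over baseline; more negative score means more quench and so TMEM16A activation or potentiation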
# RGS4 pot: potentiators or activators of RGS4. HEK293 M3R/inducible RGS4, carbachol calcium flux Fluo4; hits give low values. actives 0.92% (n = 310,000). AID 463111. B-score at 10 µM;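 active = B-score of the integrated calcium signal more than 4 SD below the library mean, with starting fluorescence not abnormally high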;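 also: negative B-score means reduced calcium response which marks RGS4 activation or potentiation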
#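 Test system: HEK293 cells with stable M3R and inducible RGS4; also added: carbachol at ECmax as muscarinic agonist stimulus; schedule: dye loading 30 min 37 °C, buffer rest 30 min RT; technique: kinetic calcium fluorescence imaging with Fluo4-AM dye, 2 µM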
# ANO1 block: mouse TMEM16A channel inhibition, primary screen; Q8BHY3; HEK293 TMEM16A/YFP iodide influx fluorescence, ionomycin; normalized B-score (activity score, 25-100; higher = stronger inhibition) at 10 µM; actives 1.2% (n = 310,000);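 active = ratio plate-corrected score three or more library SD toward inhibition, starting fluorescence score within five deviations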;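 also: score derived from kinetic fluorescence span divided by baseline fluorescence per well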
# KCNK9 block: inhibitors of human KCNK9 two-pore domain potassium channel | HEK293 KCNK9, FluxOR thallium flux fluorescence; hits give low values | B-score at 10 µM | actives 1.2% (n = 310,000);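 active = ratio B-score over 3 SD below the library mean, with starting fluorescence within 5 SD of its mean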;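 also: negative B-score means less thallium flux so channel inhibition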
# KCNK3 inh: human KCNK3 channel inhibition, primary screen. O14649. CHO-KCNK3 thallium flux, FluxOR fluorescence; hits give low values. B-score at 10 µM. actives 0.84% (n = 340,000). AID 602410;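 active = B-score under library mean minus 4 SD, starting fluorescence ratio at most library mean plus 5 SD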;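 also: more negative B-score means stronger inhibition of thallium flux through KCNK3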
# Target sequence (O14649 whole entry, looked up): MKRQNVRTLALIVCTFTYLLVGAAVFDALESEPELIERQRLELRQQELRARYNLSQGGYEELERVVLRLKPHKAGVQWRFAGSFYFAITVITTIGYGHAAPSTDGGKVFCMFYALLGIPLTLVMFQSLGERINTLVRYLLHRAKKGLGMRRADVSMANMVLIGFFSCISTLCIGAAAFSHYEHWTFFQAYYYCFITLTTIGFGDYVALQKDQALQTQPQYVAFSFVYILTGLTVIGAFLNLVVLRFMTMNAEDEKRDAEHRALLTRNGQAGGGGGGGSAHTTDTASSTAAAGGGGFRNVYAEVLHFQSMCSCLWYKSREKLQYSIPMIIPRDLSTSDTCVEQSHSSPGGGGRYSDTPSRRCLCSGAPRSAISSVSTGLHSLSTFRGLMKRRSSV
# KCNQ1 block: blocks the human KCNQ1 potassium channel | actives 1.3% (n = 310,000) | B-score at 10 µM | CHO-K1 KCNQ1, FluxOR thallium flux fluorescence; hits give high values;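 active = compounds whose thallium flux B-score, printed positive for inhibition, exceeds three library SD while starting fluorescence stays within three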;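 also: channel opened by potassium depolarization with thallium stimulus after 20 min compound exposure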
# An asterisk follows results filed as active; i = inactive; . = no result given. No enrichment for hits (roughly 6.3% active in at least one column).
molecule	SKKanGAS inh	KCNQ1 act	RGS4 inh	RGS4 pot	TMEM16A act	hERG rescue	KCNK3 inh	KCNQ1 block	KCNK9 block	ANO1 block	HDAC3 inh
Cc1ccc(NC(=O)COC(=O)Cn2cnc3ccccc32)c([N+](=O)[O-])c1	0	i	i	i	i	-20	i	i	i	i	1
CCS/C(N)=N/N=C/c1cc(C)ccc1O	11	i	i	i	i	-9	i	i	i	i	-3
O=C(COc1cccc(NC(=O)c2cccs2)c1)c1ccc(F)cc1	-8	i	i	i	i	-9	i	i	i	i	3
CC12CCC(C(=O)Nc3ccc(Cl)cc3)([C@H](Br)C1=O)C2(C)C (some centres not stated)	7	i	i	i	i	-16	i	i	i	i	1
COc1ccc(C(c2sc3ncnn3c2O)N2CC(C)OC(C)C2)cc1OC (configuration not stated)	-4	i	i	i	i	-14	i	i	i	i	5
O=C(CC1S/C(=N/N=C/c2c[nH]c3ccc(OCc4ccccc4)cc23)NC1=O)Nc1ccccc1 (configuration not stated)	4	i	i	i	i	0	i	i	i	i	.
CN(C)S(=O)(=O)c1cccc(NC(=S)NCCCn2ccnc2)c1	-6	i	i	i	i	-7	i	i	i	i	6
COc1ccc(/C=C2\CCCC3C2=NN(C(=O)CSc2n[nH]c(N)n2)C3c2ccc(OC)cc2)cc1 (configuration not stated)	19	i	i	i	i	-18	i	i	i	i	15
O=c1c(Cl)c(Cl)cnn1Cc1nnc(-c2ccc(Cl)cc2)o1	10	i	i	i	i	-27	i	i	i	.	.
CCOC(=O)NC(=O)CSc1nc2ccc(C)cc2[nH]1	-10	i	i	i	i	-10	i	i	i	i	-2
CN1CCN(CC(=O)NN2CC(=O)N(c3ccc(F)cc3)CC2=O)CC1	0	i	i	i	i	-4	i	i	i	i	0
CCOC(=O)c1cncc(C(=O)O)c1	2	i	i	i	i	-4	i	i	i	i	-6
CCOc1ccc(N(C)C(=O)CCc2nnc3ccc(NCc4ccco4)nn23)cc1	8	i	i	i	i	-4	i	i	i	i	1
O=S(=O)(Nc1nc2c(s1)CCCC2)c1ccc2ccccc2c1	11	i	i	i	i	-3	i	i	i	i	9
CC(C)(C)CC(=O)NCc1ccc(F)cc1	10	i	i	i	i	-2	i	i	i	i	-1
Oc1ccccc1C1=NN(c2ccccc2)C(c2ccccc2)C1 (configuration not stated)	94*	i	i	i	i	-4	i	7*	i	i	-1
O=C(c1nc2ccccc2[nH]1)c1ccccc1[N+](=O)[O-]	13	i	i	i	i	-3	i	i	i	i	5
COc1ccc2c(Cl)c(-c3nnc(SCC(N)=O)n3C)sc2c1	-4	i	i	i	i	-9	i	i	i	i	6
Cc1ccc(S(=O)(=O)NC2(C(F)(F)F)C(=O)Nc3c2c(=O)[nH]c(=O)n3-c2ccccc2)cc1 (configuration not stated)	4	i	i	i	i	-5	i	i	i	i	1
CN(C)c1nc(Nn2cnnc2)nc(N(C)C)n1	-7	i	i	i	i	-7	i	i	i	i	-1
COc1ccc(C2(C(=O)NCCc3ccccc3)CCCC2)cc1OC	0	i	i	i	i	-4	i	i	i	i	-1
COC(=O)c1[nH]c2cc(OC)ccc2c1N=CN(C)C	-4	i	i	i	i	-10	i	i	i	i	5
Cc1ccc(S(=O)(=O)NC(CC(=O)O)c2ccco2)cc1 (configuration not stated)	-3	i	i	i	i	-7	i	i	i	i	.
COc1ccccc1N1CCN(C(=O)CCNC(=O)Cn2ccc3ccccc3c2=O)CC1	13	i	i	i	i	-9	i	i	i	i	-1
COc1ccc(C2CC(c3ccc4ccccc4c3OC(C)=O)=NN2C(=O)/C=C/c2ccccc2)cc1 (configuration not stated)	7	i	i	i	i	-19	i	i	i	i	3
O=C(NCc1ccccn1)c1ccc(OC2CCN(Cc3cccs3)CC2)cc1	-1	i	i	i	i	-7	i	i	i	i	-1
N#Cc1nc(-c2ccco2)oc1NCCN1CCOCC1	-1	i	i	i	i	-14	i	i	i	i	-15
Nc1nonc1-c1nc2ccccc2[nH]1	14	i	i	i	i	-6	i	i	i	i	6
CC1CCCCN1CCNC(=O)C1CCCN(c2ncnc3c2nc2n3CCCCC2)C1 (configuration not stated)	0	i	i	i	i	-9	i	i	i	i	2
Cc1cc(C)n(CC(=O)n2c3c(c4ccccc42)CCCC3)n1	-3	i	i	i	i	-6	i	i	i	i	4
CCCS(=O)(=O)N1CCCC(C(=O)N2CCC(Cc3ccccc3)CC2)C1 (configuration not stated)	-3	i	i	i	i	-3	i	i	i	i	5
CCN(CC)S(=O)(=O)c1cc([N+](=O)[O-])ccc1NNC(=O)Nc1ccc(F)cc1	0	i	i	i	i	-6	i	i	i	i	5
CCOC(=O)C(C(=O)NCc1ccc(F)cc1)c1ncc(C(F)(F)F)cc1Cl (configuration not stated)	-2	.	.	.	i	.	i	.	.	i	-6
COc1ccc(OC(C)C(=O)NC2CCCCCCC2)cc1 (configuration not stated)	0	i	i	i	i	-4	i	i	i	i	3
COc1ccc(NC(=O)c2cc3ccccn3n2)cc1	-3	i	i	i	i	-11	i	i	i	i	-4
O=C(CSC1CC(=O)N(CCc2ccccc2)C1=O)Nc1cccc(Cl)c1 (configuration not stated)	-5	i	i	i	i	-10	i	i	i	i	-6
CC(=O)NC1(C(F)(F)F)C(=O)NC(C)=C1C#N (configuration not stated)	2	i	i	i	i	0	i	i	i	i	-2
CC(=O)Nc1cccc(NC(=O)CS(=O)(=O)c2cn(CC(=O)N3CCCC3)c3ccccc23)c1	-3	i	i	i	i	-1	i	i	i	i	1
O=C1[C@@H]2Cc3c([nH]c4ccccc34)C(c3ccc(Cl)cc3)N2C(=O)CN1CCO (some centres not stated)	11	i	i	i	i	-3	i	i	i	i	-5
O=C1CC(c2ccccc2)CC(O)=C1C=NC1CCCCCC1 (configuration not stated)	3	i	i	i	i	-5	i	i	i	i	2
COCCCNC(=O)Cc1ccccc1OC	-3	i	i	i	i	-5	i	i	i	i	-13
C/C(=C\c1cccc(Cl)c1Cl)C(=O)c1c(C)cc(C)[nH]c1=O	10	i	i	i	i	1	i	i	i	i	2
O=C(OC1CCCCC1=O)c1cccc(S(=O)(=O)NCc2ccccc2)c1 (configuration not stated)	-12	i	i	i	i	-8	i	i	i	i	0
COc1ccccc1-n1c(=O)[nH]c2c(C(N)=O)nc(-c3cccnc3)nc21	2	i	i	i	i	-11	i	i	i	i	-3
O=S(=O)(c1ccccc1)n1ccc2cccnc21	-4	i	i	i	i	-4	i	i	i	i	7
Cc1ccc(C(=O)c2coc3ccc(O)c(CN4CCN(C)CC4)c23)cc1	.	i	i	i	i	-14	i	i	i	i	7
CCOC(=O)c1ccccc1NC(=O)CSc1nncn1C	19	i	i	i	i	-4	i	i	i	i	-5
CC(=O)C1=C(O)C(=O)N(c2ccccn2)C1c1ccc(C)cc1 (configuration not stated)	1	i	i	i	i	-7	i	i	i	i	-2
Cc1ccc(CC(=O)NCCc2ccc(S(N)(=O)=O)cc2)cc1	5	i	i	i	i	-5	i	i	i	i	-5
COC(=O)C1=C(C)N(Cc2ccccc2)C(=O)N[C@H]1c1cccc(F)c1	-1	i	i	i	i	-9	i	i	i	i	-1
Cc1ccc2nsnc2c1S(=O)(=O)NC1CC1	2	i	i	i	i	-1	i	i	i	i	8
CC(C)(C)c1ccc(C(=O)Nc2ccc(C(=O)N3CCOCC3)cc2)cc1	-3	i	i	i	i	-17	i	i	i	i	1
CCOc1ccc(C(C)C)cc1S(=O)(=O)n1ccnc1C	-3	i	i	i	i	-7	i	i	i	i	11
COc1cccc(NC(=O)/C=C/c2ccccc2[N+](=O)[O-])c1	-4	i	i	i	i	-18	i	i	i	i	6
O=C(NC1CCN(Cc2ccccc2Cl)CC1)c1ccccc1	1	i	i	i	i	-4	i	i	i	i	0
Cc1ccc(SCC(=O)OCC(=O)N(CC(C)C)c2c(N)n(Cc3ccccc3)c(=O)[nH]c2=O)c(C)c1	1	i	i	i	i	-17	i	i	i	i	-2
N#CCc1ccc(C(=O)c2ccccc2)s1	5	i	i	i	i	-2	i	i	i	i	0
COc1ccc(C)cc1S(=O)(=O)N1CCN(c2ccccc2)CC1	2	i	i	i	i	-6	i	i	i	i	0
O=C1N=C(N2CCN(c3ccccc3)CC2)SC1Cc1ccccc1 (configuration not stated)	3	i	i	i	i	-7	i	i	i	i	0
CC(C)C(=O)Nc1ccc(NC(=O)c2cccs2)cn1	2	i	i	i	i	-1	i	i	i	i	2

# Compound profiles (already shown). Values in the order: SKKanGAS inh	KCNQ1 act	RGS4 inh	RGS4 pot	TMEM16A act	hERG rescue	KCNK3 inh	KCNQ1 block	KCNK9 block	ANO1 block	HDAC3 inh
# Profile of `COc1ccccc1-n1c(=O)[nH]c2c(C(N)=O)nc(-c3cccnc3)nc21` = 2	i	i	i	i	-11	i	i	i	i	-3
# Profile of `Cc1ccc(SCC(=O)OCC(=O)N(CC(C)C)c2c(N)n(Cc3ccccc3)c(=O)[nH]c2=O)c(C)c1` = 1	i	i	i	i	-17	i	i	i	i	-2

# (continued)
molecule	SKKanGAS inh	KCNQ1 act	RGS4 inh	RGS4 pot	TMEM16A act	hERG rescue	KCNK3 inh	KCNQ1 block	KCNK9 block	ANO1 block	HDAC3 inh
CCN(CC)S(=O)(=O)c1ccc2[nH]cc(C(=O)NCCC3=CCCCC3)c(=O)c2c1	16	i	i	i	i	-16	i	i	i	i	-2
CSc1nc(NC(C)=O)nc(C)c1Cl	-10	i	i	i	i	-4	i	i	i	.	.
COC(=O)CC1C(=O)NCCN1C(=O)CSc1nc2ccc([N+](=O)[O-])cc2s1 (configuration not stated)	-5	i	i	i	i	-4	i	i	i	i	1
Cc1c(Oc2ccc(C(F)(F)F)cc2[N+](=O)[O-])ccc2c3c(c(=O)oc12)CCC3	10	i	i	i	i	-14	i	i	i	i	-1
O=C(NCc1ccc(Cl)s1)c1cc(COc2c(F)cccc2F)on1	7	i	i	i	i	-8	i	i	i	i	3
CCc1ccc(-c2cc(C(=O)O)c3ccccc3n2)s1	6	i	i	i	i	-3	i	i	i	i	-51
O=C(O)c1ccc(S(=O)(=O)NCc2ccc3c(c2)OCO3)cc1	-9	i	i	i	.	-4	i	i	i	i	3
Cc1ccc2[nH]c(=O)c(-c3noc(C(C)C)n3)cc2c1	0	i	i	i	i	-10	i	i	i	i	-7

# Screening results as filed in PubChem BioAssay.
